# Assay outcomes from PubChem.
# All columns: NCI-60 one-dose screen, growth in % after 48 h at 10 µM unless noted; 100 = growth as untreated, 0 = no growth, -100 = all killed.
# MALME-3M: MALME-3M melanoma | 5.8% of 78,000 active
# A549/ATCC: A549/ATCC NSCLC | 3.7% of 81,000 active | AID 1794740
# UACC-257: UACC-257 melanoma; 4.4% of 78,000 active; AID 1794764
# M14: M14 melanoma; 6.2% of 80,000 active; AID 1794745
# HOP-92: HOP-92 NSCLC cells; 6.3% of 71,000 active; AID 1794738
# UACC-62: UACC-62 melanoma. 5.4% of 81,000 active
# EKVX: EKVX NSCLC. 3% of 71,000 active
# HOP-62: HOP-62 NSCLC; 3.9% of 80,000 active
# * = called active by the depositor; x = not tested or not shown; & = joins results of further samples; [ ] = another dose, or the depositor's remark. The calls were made as follows: active = growth percent below 10; inactive = the rest.
canonical_smiles,MALME-3M,A549/ATCC,UACC-257,M14,HOP-92,UACC-62,EKVX,HOP-62
CC(=O)Nc1ccc(S(=O)(=O)Nc2ccc(-c3ccc4c(c3)NC(=O)/C4=C\c3ccc[nH]3)cc2)cc1,92.5,79.6,102.4,100.1,91.5,68.7,55.6,87.0
COc1ccc2c(c1)oc1c(C)c3c(c(C)c12)C(=O)N(O)C3=O,109.6,86.9,87.9,105.8,103.7,94.4,114.6,102.9
C#CC(C)(C)OC(C)=O,87.1,106.3,102.8,105.0,102.2,100.9,100.2,90.4
CC(=O)CC(=O)Nc1ccccc1NC(=O)CC(C)=O,110.2,101.5,102.5,94.7,76.0,101.4,99.6,76.2
COC(=O)CCC(C)C1CCC2C3C(OC(C)=O)CC4CC(O)CCC4(C)C3CC(O)C12C (stereo not drawn),101.0,90.3,108.4,109.6,x,94.2,102.7,109.1
CCOP(=O)(OCC)OC[C@]12CCC(C)(C)CC1C1=CC[C@@H]3[C@@]4(C)CCCNC(C)(C)[C@@H]4CC[C@@]3(C)[C@]1(C)CC2 (stereo partly drawn),103.1,70.8,98.2,83.3,64.8,90.5,69.7,101.0
Cc1nc(NCCCN2CCOCC2)c2cnn(-c3ccccc3)c2n1,115.1,96.8,101.0,101.8,94.1,95.3,86.8,99.4
C=C1C(=O)O[C@H]2[C@H]1CC/C(COC(=O)c1cc3cc(OC)ccc3[nH]1)=C\CC[C@@]1(C)O[C@@H]21,-85.3*,-73.9*,-89.6*,-52.9*,-62.7*,-90.6*,-86.2*,-68.9*
COc1ccc(-c2nc(SCC(=O)NCCc3ccc(S(N)(=O)=O)cc3)[nH]c(=O)c2C#N)cc1,98.2,106.5,110.7,95.4,86.2,99.0,105.4,111.2
CN(C)c1ccc(C(=O)Nn2c(N)cc3ccccc3c2=O)cc1,81.6,101.4,97.8,92.9,68.6,85.4,78.5,95.2
Cc1nn(-c2ccc([N+](=O)[O-])cc2)c(C)c1N=Nc1ccc(Br)cc1,98.9,71.6,58.0,98.1,x,93.8,91.9,90.2
SCCc1ccncc1,109.7,96.6,99.1,98.6,101.6,98.0,99.4,91.0
Oc1nc(Nc2nccs2)sc1/C=c1\ccc2c(c1)N=CC=2,71.4,54.4,90.1,70.9,86.1,72.6,84.6,67.7
Cc1c(Cc2ccc(F)cc2)sc2nc(=O)c3cn(C)nc3n12,107.8,92.7,99.0,100.7,90.0,86.6,100.1,97.2
O=C(Cn1ccnc1[N+](=O)[O-])NCc1ccccc1,103.1,104.3,94.1,103.3,89.3,114.7,101.7,94.2
Cc1ccc(Oc2nc3ccccc3cc2-c2nnc(COc3ccccc3)o2)cc1,99.7,100.8,99.8,98.9,73.3,75.4,x,87.0
COc1ccc(-c2nc(SCc3cc(=O)oc4ccc(C)cc34)[nH]c(=O)c2C(=O)NC(C)(C)C)cc1,99.4,96.4,91.8,95.4,74.2,99.8,97.2,87.2
Nc1nc2ccccc2c2c1S(=O)(=O)c1ccc(Cl)cc1C2=O,-21.0*,46.8,24.7,17.8,-25.4*,24.7,48.2,30.2
CN(C)c1nc2c(N)ncnc2n1C1OC(CO)C(O)C1O (stereo not drawn),88.0,105.6,105.0,101.7,98.1,99.1,112.0,102.9
NS(=O)(=O)c1ccc(NC(=O)Nc2cnn(-c3ccc(S(N)(=O)=O)cc3)c2-c2ccccc2)cc1,104.5,102.3,105.6,92.6,109.7,95.7,102.0,105.2
O=[N+]([O-])c1ccc(/C=C/c2ccc([N+](=O)[O-])cc2S(=O)(=O)O)c(S(=O)(=O)O)c1,98.5&105.9,92.7,97.8,107.9,81.7&109.8,89.9&99.2,97.6,91.9&96.7
COc1ccc(OC)c(-n2cc(C#N)c(N)c2C(=O)c2ccc(Br)cc2)c1,97.8,108.1,97.5,94.5,86.6,82.4,94.7,102.9
CCOC(=O)c1sc2ncccc2c1-n1nnc(C#N)c1N,x,101.3,98.4,98.5,93.7,95.6,97.9,107.4
CC(C)c1ccc2c(N)c(C(=O)Nc3cccc(C(F)(F)F)c3)sc2n1,80.3,78.8,90.1,32.8,82.7,92.5,47.4,62.6
COc1ccc(-c2nn(-c3ccccc3)cc2/C=C/C(=O)C(=O)O)cc1,91.0,107.0,106.7,107.0,85.3,101.6,100.0,126.8
O=C1C(=O)c2cccnc2-c2ncccc21,-12.6*,6.5*,0.7*,-92.6*,-36.9*,x,-49.7*,-44.7*
CCC(=O)C1C(=O)c2ccccc2C1=O,96.8,113.2,110.3,110.9,85.8,103.7,82.6,99.0
C=C1CCC2C3(C)COC(c4ccc(OC)cc4Br)OC3CCC2(C)C1/C=C/C1=CCOC1=O (stereo not drawn),93.9,58.2,58.3,87.3,84.8,61.9,44.2,97.3
CNC(=O)c1cc(Oc2ccc3nc(NC(=O)c4cc(Cl)cc(Cl)c4)sc3c2)ccn1,62.7,82.8,86.6,86.4,25.7,68.5,89.8,92.4
CC1(C)CC[C@]23CC[C@]4(C)[C@H](CC[C@@H]5[C@@]6(C)CCCNC(C)(C)[C@@H]6CC[C@]54C)[C@H]2[C@H]1OC3,-63.4*,-45.6*,45.1,-77.2*,-37.2*,-51.1*,23.2,27.7
Cc1ccc(C(=O)c2ccccc2C(=O)O)cc1,91.2,113.7,110.0,90.8,117.2,93.5,94.7,85.1
COc1ccc(N2CCN(CC(=O)N3CCN(c4nnc(-c5ccc(Cl)cc5)c(-c5ccc(Cl)cc5)n4)CC3)CC2)cc1,81.7,-8.6*,x,59.8,50.3,66.6,53.4,93.3
Cc1ccc2c(c1)/C(=N/c1nc(-c3ccc(O)cc3)cs1)C(=O)N2,94.8,73.3,73.1,97.4,x,93.4,97.2,88.0
O=C1C=C(C(O)c2ccccc2O)C(=O)c2ccccc21 (stereo not drawn),90.5,105.8,109.9,113.6,x,98.9,x,97.8
Fc1ccc(-c2cnnn2-c2nonc2-n2cccc2)cc1,81.7,93.0,95.8,103.4,75.7,90.6,92.0,78.9
CCOC(=O)/C=C\C(=O)O,107.6,96.3,102.2,105.8,93.5,103.4,106.7,100.2
Cc1cc(=O)n(C(=O)Nc2ccc(C(F)(F)F)cc2)c2cc(O)ccc12,106.5,106.2,103.0,99.1,96.0,94.9,107.1,96.2
CCOC(=O)CC1CSC(Cc2cccc(F)c2)=N1 (stereo not drawn),103.6,95.2,95.9,107.3,96.9,97.4,110.2,106.8
CC(C)CNC(=O)C1(N2C(=O)c3ccccc3C2=O)CCCC1,x,94.5,108.3,107.2,103.9,101.6,97.8,105.0
O=[N+]([O-])c1ccc(N=Nc2c(S(=O)(=O)O)cc3cc(S(=O)(=O)O)ccc3c2O)c([N+](=O)[O-])c1,84.8,95.4,90.8,97.2,114.3,86.6,104.3,95.1

# Next part; the last two above are carried over.
canonical_smiles,MALME-3M,A549/ATCC,UACC-257,M14,HOP-92,UACC-62,EKVX,HOP-62
CC(C)CNC(=O)C1(N2C(=O)c3ccccc3C2=O)CCCC1,x,94.5,108.3,107.2,103.9,101.6,97.8,105.0
O=[N+]([O-])c1ccc(N=Nc2c(S(=O)(=O)O)cc3cc(S(=O)(=O)O)ccc3c2O)c([N+](=O)[O-])c1,84.8,95.4,90.8,97.2,114.3,86.6,104.3,95.1
O=C(NOC1OC(CO)C(O)C(O)C1O)Nc1ccccc1 (stereo not drawn),94.8,105.9,107.3,107.8,91.1,93.7,101.6,93.2
CCOC(=O)C1CCC(=O)C1 (stereo not drawn),x,110.9,114.1,98.4,101.4,103.4,106.0,97.8
O=C1c2ccccc2N=C(N/N=C/c2ccccc2)[C@@H]2CCCN12,87.8,102.3,105.3,105.5,87.3,92.4,95.5,104.4
COc1ccccc1C(=O)c1ccccc1Cc1cccc2ccccc12,127.9,66.5,51.6,99.8,85.8,61.2,88.9,80.6
CCSc1ccc([C@@H]2[C@@H](N)C(=O)N2c2cc(OC)c(OC)c(OC)c2)cc1,63.8,30.5,67.7,-15.5*,113.2,33.9,41.0,41.8
O=C(Nc1ccccn1)c1c(Cl)nc2n1CCS2(=O)=O,114.6,103.1,97.7,98.6,127.7,86.9,92.7,135.7
Cc1[nH]c2ccccc2c1C(C[N+](=O)[O-])c1ccccc1F (stereo not drawn),98.0,92.8,98.7,97.6,107.5,86.6,87.8,100.9
Cc1cc(O)cc(C)c1SC#N,70.8,86.1,66.3,74.7,69.5,x,104.1,89.3
COc1cc(-c2nn(-c3cccc(NC(=O)CCNc4ccc(N5CCOCC5)cc4)c3)cc2-c2ccncc2)ccc1Cl,21.9,17.5,20.1,2.7*,-6.3*,13.9,39.4,27.1
CCOC(=O)C1=C(C(=O)c2ccc(OC)cc2)C(c2ccc(Cl)cc2Cl)C(C(=O)c2ccc(OC)cc2)=C(C(=O)OCC)N1,97.0,111.2,102.9,94.1,89.6,81.5,84.6,98.6
CSc1nc(=O)n(Cc2ccc(F)cc2)c(=O)n1Cc1ccc(Cl)cc1,92.5,78.8,100.3,96.3,83.5,81.5,x,92.7
O=C(NC(=S)Nc1cccc(F)c1)c1cccc([N+](=O)[O-])c1,x,88.5,88.5,101.5,85.6,87.2,98.0,93.2
CCOC(=O)c1cc2ccc(OCC(=O)N3CCOCC3)cc2oc1=O,109.6,92.8,90.9,99.3,99.6,76.8,115.0,100.6
OCC1CCC(O)C(CO)N1 (stereo not drawn),105.7,94.2,109.9,96.5,118.9,105.5,92.3,101.4
CCCCOC(=O)c1ccccc1,90.4,93.8,99.2,114.4,68.4,110.8,118.2,114.5
O=c1[nH]nc(-c2ccc(Br)cc2)c2sc(NC(=S)Nc3ccc(Cl)cc3)nc12,94.2,101.8,113.2,95.3,92.7,89.5,89.8,103.5
CC(=O)O[C@]1(C(C)=O)CCC2C3C[C@H](C)C4=CC(=O)CC[C@]4(C)C3CC[C@@]21C (stereo partly drawn),82.8,73.3,107.1,89.0,89.9,79.3,72.6,94.6
COc1ccc(/C=C/C(=O)c2ccc(NC(=O)CSc3nnc(-c4ccc(OC)c(OC)c4)n3-c3ccccc3)cc2)cc1,-75.0*,80.0,90.0,36.2,52.7,68.4,66.0,48.5
COc1ccccc1Oc1ccc(N=Cc2ccc(C)cc2)cc1,108.1,95.8,96.1,101.9,x,99.2,x,104.2
CCCCc1ccc(Nc2ccc(Nc3ccc(CCCC)cc3S(=O)(=O)O)c3c2C(=O)c2ccccc2C3=O)c(S(=O)(=O)O)c1,109.9,101.6,88.3,101.4,59.4,84.5,83.3,99.5
COc1ccc(-c2noc(N)c2-c2cc(OC)c3c(c2)OCO3)cc1,-2.1*,29.2,50.8,11.7,x,44.1,x,34.6
NC(=O)C1Cc2ccccc2CN1C(=O)c1ccc2ccccc2c1 (stereo not drawn),103.9[50 µM],98.3[50 µM],93.2[50 µM],101.1[50 µM],87.9[50 µM],84.7[50 µM],92.7[50 µM],98.0[50 µM]
COc1ccc(C(=O)CSc2nccc(Nc3cccc(C(C)=O)c3)n2)cc1,104.2,93.6,105.3,84.9,75.7,64.9,72.7,90.8
CC(C)C1CCC(C)C(C2(C#N)C(N)=NC(N)=C2C#N)C1=O (stereo not drawn),92.3,105.4,x,96.1,88.9,102.4,94.4,103.8
O=C(O)c1ccc(Br)cc1,103.1,98.9,98.4,100.0,x,100.4,103.7,102.0
Cc1ccc(S(=O)(=O)NC2c3ccccc3Oc3ccccc32)cc1,102.4,93.3,103.2,101.1,70.6,97.0,100.5,89.3
COC(=O)c1cccc2c(C(=O)O)cc(-c3ccccc3)nc12,x,100.1,100.1,110.0,x,99.0,104.5,98.2
CSc1nc2c(=S)[nH]c(=S)[nH]c2s1,103.5,101.9,100.2,105.5,105.0,111.4,101.4,102.5
COc1cc[n+]([O-])cc1,104.2,98.3,90.1,92.7,89.9,101.8,105.3,111.0
COC(=O)C(C)CN1CCCCCC1 (stereo not drawn),95.7,x,x,96.0,x,113.5,x,93.5
CC(C)(C)n1cc(-c2ccnc(NCCNS(=O)(=O)c3ccc(F)cc3)c2)c(-c2cccc(O)c2)n1,53.5,47.5,64.9,46.2,58.3,61.8,63.0,78.9
Cc1csc(/N=C(N)/N=C(\N)c2ccccc2)n1,95.2,99.7,105.4,106.4,66.4,102.3,98.2,107.8
CC1=NN(c2cn3c(-c4ccc(Cl)cc4)csc3n2)C(=O)C1,102.0,79.6,94.9,96.2,73.6,81.9,x,97.5
Cc1nc(Cl)cc(N(c2cc(Cl)nc(C)n2)c2ncc(C(=O)Nc3c(C)cccc3Cl)s2)n1,62.5,50.5,79.6,79.6,-33.5*,53.3,84.7,39.4
COC(=O)c1ccc2[nH]c(O)c(C(=Nc3ccc(N(C)C(=O)CN4CCN(C)CC4)cc3)c3ccc(N)cc3)c2c1,83.5,111.5,125.3,88.0,78.3,110.0,95.5,x

# Given with two lines to a compound: part of the list above
# Below each SMILES: MALME-3M, A549/ATCC, UACC-257, M14, HOP-92, UACC-62, EKVX, HOP-62
> NC(=O)C1Cc2ccccc2CN1C(=O)c1ccc2ccccc2c1 (stereo not drawn)
    103.9[50 µM], 98.3[50 µM], 93.2[50 µM], 101.1[50 µM], 87.9[50 µM], 84.7[50 µM], 92.7[50 µM], 98.0[50 µM]
> COc1ccc(C(=O)CSc2nccc(Nc3cccc(C(C)=O)c3)n2)cc1
    104.2, 93.6, 105.3, 84.9, 75.7, 64.9, 72.7, 90.8
> CC(C)C1CCC(C)C(C2(C#N)C(N)=NC(N)=C2C#N)C1=O (stereo not drawn)
    92.3, 105.4, x, 96.1, 88.9, 102.4, 94.4, 103.8
> O=C(O)c1ccc(Br)cc1
    103.1, 98.9, 98.4, 100.0, x, 100.4, 103.7, 102.0
> Cc1ccc(S(=O)(=O)NC2c3ccccc3Oc3ccccc32)cc1
    102.4, 93.3, 103.2, 101.1, 70.6, 97.0, 100.5, 89.3
